OX1R antag-1 – OX1R (HCRTR1) antagonists, primary screen, fluorescence, CHO/OX1R cells, Fluo-8 calcium, orexin A; Orexin/Hypocretin receptor type 1 (Homo sapiens), O43613; Fluo-8 calcium fluorescence; inhibition, % at 5 µM; actives 0.43% (n = 330,000); AID 434989, 2010;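 active means inhibition above its plate's threshold, mean inhibition of all tested compounds on the plate plus 3 SD, cut at about 37% in these data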;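 further: 0% = orexin A challenge wells and 100% = SB-334867-A antagonist wells; not every result past the cut was called active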
Target sequence (O43613 whole entry, looked up): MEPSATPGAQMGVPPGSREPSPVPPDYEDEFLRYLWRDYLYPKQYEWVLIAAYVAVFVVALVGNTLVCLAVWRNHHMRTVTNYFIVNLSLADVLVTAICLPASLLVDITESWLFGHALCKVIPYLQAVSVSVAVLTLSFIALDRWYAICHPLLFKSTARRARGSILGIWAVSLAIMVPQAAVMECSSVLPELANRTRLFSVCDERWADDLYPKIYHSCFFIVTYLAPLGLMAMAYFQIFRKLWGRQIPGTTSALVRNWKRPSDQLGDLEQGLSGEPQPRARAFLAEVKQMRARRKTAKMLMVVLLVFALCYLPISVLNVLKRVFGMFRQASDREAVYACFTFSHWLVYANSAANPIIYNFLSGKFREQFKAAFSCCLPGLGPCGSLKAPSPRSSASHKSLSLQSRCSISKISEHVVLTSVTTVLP
OX1R antag-2 – antagonists of human orexin 1 receptor (OX1R); Orexin/Hypocretin receptor type 1 (Homo sapiens), O43613; OX1R-expressing cells, FRET antagonist read-out; inhibition, % at 6.6 µM; actives 1.8% (n = 330,000); AID 485270, 2010; in the data active means inhibition mostly above about 38%, no sharp cut-off; inactive means mostly below about 40%;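 further: 0% = agonist challenge alone and 100% = reference antagonist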
STK33 kinase inh – inhibitors of purified STK33 kinase, primary screen, biochemical, ADP-Glo luminescence, homogeneous, cell-free. Serine/threonine-protein kinase 33 (Homo sapiens), Q9BYT3. MBP phosphorylation. inhibition, % at 10 µM. actives 0.073% (n = 320,000);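 active means inhibition at or above 25%, using the most active replicate where run in duplicate; inactive means inhibition below 25%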
Target sequence (Q9BYT3 whole entry, looked up): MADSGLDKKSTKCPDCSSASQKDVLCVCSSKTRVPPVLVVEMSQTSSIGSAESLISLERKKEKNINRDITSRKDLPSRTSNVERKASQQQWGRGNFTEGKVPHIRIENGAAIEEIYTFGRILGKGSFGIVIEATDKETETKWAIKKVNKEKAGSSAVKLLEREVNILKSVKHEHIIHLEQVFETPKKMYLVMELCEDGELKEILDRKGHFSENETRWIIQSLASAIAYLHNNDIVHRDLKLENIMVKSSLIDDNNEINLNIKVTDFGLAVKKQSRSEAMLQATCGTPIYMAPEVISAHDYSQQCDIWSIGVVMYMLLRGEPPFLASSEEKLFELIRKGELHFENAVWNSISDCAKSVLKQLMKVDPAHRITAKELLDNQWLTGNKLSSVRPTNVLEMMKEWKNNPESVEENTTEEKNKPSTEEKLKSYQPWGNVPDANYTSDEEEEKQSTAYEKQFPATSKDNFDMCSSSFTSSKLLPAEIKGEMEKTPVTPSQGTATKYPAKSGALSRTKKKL
* marks the source's active call; other numbers are inactive results; / = not tested or not shown. Compounds were not picked by outcome. About 2.2% of those tested had a hit in this group.

The first 2 records (preview)
#	SMILES	OX1R antag-1	OX1R antag-2	STK33 kinase inh
1	CC(=O)Nc1ccc(NC(=O)COC(=O)C2CCC(C(C)(C)C)CC2)cc1 (configuration not stated)	-2	7	-1.0
2	CCN(CC)CCN1C(=O)C(=O)/C(=C(/O)c2ccc(S(=O)(=O)N3CCOCC3)cc2)C1c1ccc(Cl)cc1 (configuration not stated)	-9	24	-1.0

All compounds of this part, from the start:
#	SMILES	OX1R antag-1	OX1R antag-2	STK33 kinase inh
1	CC(=O)Nc1ccc(NC(=O)COC(=O)C2CCC(C(C)(C)C)CC2)cc1 (configuration not stated)	-2	7	-1.0
2	CCN(CC)CCN1C(=O)C(=O)/C(=C(/O)c2ccc(S(=O)(=O)N3CCOCC3)cc2)C1c1ccc(Cl)cc1 (configuration not stated)	-9	24	-1.0
3	CC(C)(C)C(=O)c1sc(Nc2ccccc2)nc1N	-23	5	1.7
4	C[C@H](CO)N1C[C@H](C)[C@@H](CN(C)C(=O)Nc2ccc3c(c2)OCO3)Oc2ccc(NC(=O)CCC(F)(F)F)cc2C1=O	6	-1	-1.7
5	Nc1nc2nc(-c3ccc(Cl)cc3)cc(C(F)(F)F)n2n1	-6	21	-0.2
6	COc1ccccc1N1CCN(C(=O)c2cc(-c3ccc4c(c3)OCO4)on2)CC1	-5	20	0.8
7	COC(=O)c1ccncc1C(=O)Nc1ccc(F)cc1	10	9	-0.3
8	O=C(NC(Cc1c[nH]c2ccccc12)C(=O)O)/C(=C/c1ccco1)NC(=O)c1ccccc1 (configuration not stated)	-11	18	0.1
9	Cc1ccccc1N=C(NO)c1nonc1N	-9	13	1.6
10	CCN1CCN(S(=O)(=O)c2ccc(C(=O)Nc3sc4c(c3C(N)=O)CCN(CC)C4)cc2)CC1	-2	16	2.5
11	Cn1c(CN2CCCCC2)nc2cc(NC(=O)c3ccccc3Cl)ccc21	-10	8	-2.3
12	CS(=O)(=O)Nc1ccc(C(=O)Nc2ccccc2C(=O)N2CCCC2)cc1	-5	8	-0.3
13	O=C(CCCOc1ccccc1)NCc1ccco1	-29	11	-1.2
14	C=CCC[C@H](Cc1ccc(F)cc1)C(=O)O[C@H](CNC(=O)[C@@H](CC=C)CC(=O)N(CCO)Cc1ccccc1)c1ccccc1	21	10	-2.5
15	Cc1cccc(C)c1OCC(=O)NNC(=O)CCNC(=O)c1ccc(Br)cc1	-22	11	-0.1
16	CC(C)(C)C(=O)N1NC(=Nc2ccccc2)SC1(C)C	10	13	-0.3
17	O/N=C(\c1ccc(Cl)cc1)c1ncc(C(F)(F)F)cc1Cl	-3	12	-0.9
18	COc1ccc(OC)c(NC(=O)C2CC(/C=C/c3ccccc3)=NO2)c1 (configuration not stated)	-10	14	5.1
19	O=C(NCC(c1ccco1)N1CCc2ccccc2C1)c1ccc([N+](=O)[O-])cc1 (configuration not stated)	-28	37	-1.3
20	O=C(NCc1cccnc1)c1ccc(-c2cccc(Cl)c2Cl)o1	-17	22	-0.3
21	CSc1nnc(-c2ccccc2)o1	-10	1	-0.9
22	CC1CCN(CCCNC(=O)c2ccc(CSCc3cccc(Cl)c3)o2)CC1	-22	10	0.2
23	CC(C)C(=O)NNC(=O)CC(=O)Nc1ccccc1C(=O)O	2	9	-0.5
24	CNC(=O)c1c(NC(=O)CCS(=O)(=O)c2ccc(C)cc2)sc(C)c1C	-28	21	/
25	COc1ccc(NC(=O)c2noc3c2CCCCC3)cc1	-11	21	-0.5

Further compounds:
#	SMILES	OX1R antag-1	OX1R antag-2	STK33 kinase inh
26	CCCCN(C(=O)c1ccco1)c1c(N)n(CCC)c(=O)[nH]c1=O	-13	5	-1.4
27	CCN(CC)C(=O)c1c(C)[nH]c(=S)c(C#N)c1-c1ccco1	-24	39	-0.4
28	c1ccc2c(c1)[nH]c1c(N3CCCC3)ncnc12	-6	54	3.3
29	Cc1cc(N2CCCCC2)n2nc(C)c(-c3ccccc3)c2n1	-28	25	-2.4
30	Cc1ccc(C)c(NC(=O)c2cnn(-c3ccccc3)c2C)c1	-27	11	1.2
31	Cc1nn(Cc2ccccc2)c(C)c1NC(=O)c1cc(-c2cccs2)on1	-7	2	-0.9
32	Cn1c(N)c(C(=O)c2cc(-c3ccccc3)nc3ccccc23)c(=O)n(C)c1=O	-22	11	2.4
33	COc1cc(OC)cc(C(=O)N[C@H](C(=O)OCC(=O)NC(=O)NC(C)(C)C)C(C)C)c1	-42	15	-3.9
34	O=C(Nc1ccc(C(F)(F)F)cc1)C1(c2ccccc2)CC1	-11	13	-3.0
35	O=C(C1CC(=O)N(c2ccc3c(c2)OCCO3)C1)N1CCN(c2cccc(C(F)(F)F)c2)CC1 (configuration not stated)	-21	14	0.8
36	CCN1C(=O)/C(=C\N2CCN(c3ccc(F)cc3)CC2)SC1=S	-1	-1	0.0
37	CCOC(=O)c1nn(-c2ccc(C)cc2)c2nc(Nc3ccccc3)cc(=O)n12	-19	1	1.6
38	COC(=O)CCC(=O)Nc1ccccc1C(N)=O	5	8	-0.2
39	O=c1n(-c2ccccc2)c(=O)n2n1CC(O)C2	9	6	-1.1
40	Cc1oc2c(CN3CCCC(C)C3)c(O)ccc2c(=O)c1-c1ccccc1 (configuration not stated)	0	-5	0.6
41	OCC1(CCc2ccccc2)CCN(Cc2cc(Cl)ccc2O)CC1	-8	20	-0.3
42	Cc1cccc(CN2CCN(C(=O)c3ccccc3F)CC2)c1	-8	3	1.5
43	N/C(=N\OC(=O)C12CC3CC(CC(C3)C1)C2)c1cccnc1	16	17	0.3
44	CCn1c(SCC(=O)N/N=C/c2ccc(C)o2)nnc1-c1ccccc1	-22	22	0.9
45	COc1ccc(S(=O)(=O)N(CC(=O)NCC2CCCO2)c2ccccc2)cc1OC (configuration not stated)	-22	20	-1.0
46	Cc1cc2c(N=NC(=O)CCc3ccccc3)c(O)[nH]c2cc1Br	-19	8	-0.6
47	O=C(NCCCN=C1NS(=O)(=O)c2ccccc21)c1ccncc1	-5	17	5.2
48	Cc1cc(C2C(C#N)=C(N)SC(N)=C2C#N)c(C)s1	-10	25	0.2
49	CCOc1ccc(NC(=O)[C@@H](NC(=O)c2ccco2)C(C)C)cc1	-16	-2	-0.4
50	CS(=O)(=O)N(CC(=O)NCCSCc1cccc(Cl)c1)c1ccc2c(c1)OCO2	-24	35	0.2

Remaining list, next part.
#	SMILES	OX1R antag-1	OX1R antag-2	STK33 kinase inh
51	O=S(=O)(c1ccccc1Br)N1CCN(c2ncccn2)CC1	-9	9	-1.5
52	CCN1CCc2c(sc(NC(=O)COc3ccccc3)c2C(=O)OC)C1	-20	7	0.9
53	O=C(c1cc(-c2ccccn2)nc2c(Cl)cccc12)N1CCN(S(=O)(=O)c2ccccc2)CC1	-25	6	-0.2
54	O=C(C1CCCN1S(=O)(=O)c1ccc(Cl)c(Cl)c1)N1CCCCC1 (configuration not stated)	-12	36	7.5
55	O=C(COC(=O)Cc1ccc(Br)cc1)Nc1ccc(Cl)cn1	-31	7	0.2
56	CC(Oc1ccccc1F)c1ccnc2nc(/N=C/N(C)C)nn12 (configuration not stated)	-16	40	8.6
57	CC(C)=C(NC(=O)c1ccccc1)C(=O)NCCc1nc2ccccc2[nH]1	-16	14	-0.5
58	COc1ccc(C2CC(c3ccccc3Cl)=NN2c2ccc(S(N)(=O)=O)cc2)cc1 (configuration not stated)	-20	0	/
59	CCC(=O)c1c[nH]c(C(=O)NCc2ccccc2OC)c1	-1	-7	-0.6
60	O=C1C2CCCCC2C(=O)N1c1cccc(OS(=O)(=O)c2ccccc2)c1 (configuration not stated)	-16	29	0.3
61	Cn1c(SCC(=O)NC(=O)NCc2ccco2)nnc1C(F)(F)F	-8	16	0.0
62	CCNc1nc(SCC(=O)OC)nc(N2CCOCC2)n1	-13	14	1.1
63	Cc1nn(C(=O)c2cccs2)c(C)c1CN1C(=O)c2ccccc2C1=O	4	8	0.4
64	S=C(NCc1ccccc1)NCc1ccc(CNC(=S)NCc2ccccc2)cc1	29	2	-1.3
65	CCCn1c(SCC(=O)Nc2nc(-c3ccc(OC)cc3)cs2)nc2c1c(=O)n(C)c(=O)n2C	-11	3	-0.9
66	CC(C)c1onc(C(=O)N(C)Cc2ccccc2)c1[N+](=O)[O-]	-18	17	-1.8
67	CC(=O)c1cc(C#N)c(SCC(=O)O)nc1C	-10	14	-4.8
68	CCc1ccc(OCC(=O)O/N=C(\N)Cc2ccc([N+](=O)[O-])cc2)cc1	-12	9	-1.6
69	CCc1nnc(NS(=O)(=O)c2ccc(NC(=S)NC(=O)c3ccc(F)cc3)cc2)s1	-20	5	-0.2
70	CCCCOc1ccc(-c2nnc(-c3ccncc3)o2)cc1	-9	14	0.7
71	COc1cc(C(=O)COC(=O)c2ccncc2)cc(OC)c1OC	2	16	-0.2
72	COc1ccc(-c2nnc(NC(=O)c3ccc(S(=O)(=O)N4COCC4(C)C)cc3)o2)cc1	-5	24	-0.9
73	CCCC(CCC)C(=O)Nc1ccc2c(c1)N(C(=O)CN1CCN(C)CC1)c1ccccc1CC2	-15	31	-0.6
74	CS(=O)(=O)Nc1ccc(C(=O)NCCSc2ccc(Cl)cc2)cc1	-4	19	-1.4
75	CCOC(=O)c1cc(NC(=O)COc2ccc([N+](=O)[O-])cc2)cc(C(=O)OCC)c1	-13	15	-2.7

The results go on:
#	SMILES	OX1R antag-1	OX1R antag-2	STK33 kinase inh
76	COC(=O)CSc1nc2sc(C)c(C)c2c(=O)n1C	-18	12	-0.2
77	CC(C)[C@H](NC(=O)N1c2ccccc2NC(=O)[C@@H]1C(C)C)C(=O)N[C@H](C(=O)O)c1ccccc1	-2	10	-0.3
78	COc1ccc(CNc2ncnc3cc(Cl)ccc23)cc1	-4	13	-0.1
79	C=CCO/N=C(/C)c1c(O)c(CC)c(-c2ccccc2)n(-c2ccccc2)c1=O	-12	16	-0.2
80	CNC(=O)CN(c1ccc(Oc2ccccc2)cc1)S(=O)(=O)c1ccc(C)cc1	-5	6	-0.9
81	Cc1[nH]nc(Nc2ccccc2)c1[N+](=O)[O-]	-1	19	-1.7
82	CC1(c2ccccc2)NC(=S)N2C1NC(=S)N2c1ccccc1 (configuration not stated)	-4	18	1.2
83	CCC(C(=O)NC1CCCC1)N(C(=O)c1snc(C(N)=O)c1N)c1ccc(C)cc1C (configuration not stated)	-17	17	0.0
84	C=CCSC1=NN2CCS(=O)(=O)N=C2S1	-3	1	-1.7
85	COCCN(CC(=O)Nc1cccc(C)c1C)C(=O)Cc1cccs1	-17	4	-1.7
86	COc1ccccc1-c1c(C)c(C)nc(N)c1C#N	-21	16	0.4
87	O=C(CNC(=O)c1cccs1)N/N=C/c1c[nH]c2ccccc12	-12	12	-1.5
88	COc1ccc(Br)cc1Cn1nnc(C(=O)Nc2ccc3c(c2)OCCO3)c1N	1	23	/
89	CC(=O)Oc1c2occc2cc2ccc(=O)oc12	-27	54	-0.1
90	O=C(NCc1ccccn1)Nc1ccc(Br)cc1	-11	21	-1.1
91	O=C(Nc1nc(-c2cccs2)c(C(=O)C(F)(F)F)s1)c1ccccc1	-26	60*	0.4
92	CCCNCc1cc(OC)c(OCc2ccccc2)cc1Br	-20	2	-0.3
93	O=c1c2oc3ccccc3c2[nH]c(=S)n1-c1ccc(F)cc1	-14	6	-1.4
94	Nc1nc(CN2CCN(Cc3ccccc3)CC2)nc(Nc2ccccc2)n1	-7	0	-0.8
95	O=C(NCCc1ccncc1)Nc1ccccc1	-21	-7	-1.1
96	CSc1ccc(Cl)c(C(=O)OCC(=O)N2CCNC2=O)c1	-17	4	0.1
97	CCC(C(=O)c1ccc2ncccc2c1)c1ccccc1 (configuration not stated)	-5	24	-2.3
98	COC(=O)c1nnn(CC(=O)Nc2cccc(Cl)c2C)c1C(=O)OC	-2	29	-2.5
99	COc1ccc(C(OCC2CO2)c2ccc(OC)cc2)cc1 (configuration not stated)	3	9	1.1
100	COc1cccc(/C=C/C(=O)N2CCN(c3ccccn3)CC2)c1	1	7	2.6

Pulled by structure from the entries so far:
#	SMILES	OX1R antag-1	OX1R antag-2	STK33 kinase inh
99	COc1ccc(C(OCC2CO2)c2ccc(OC)cc2)cc1 (configuration not stated)	3	9	1.1
89	CC(=O)Oc1c2occc2cc2ccc(=O)oc12	-27	54	-0.1

Additional results
#	SMILES	OX1R antag-1	OX1R antag-2	STK33 kinase inh
101	C[C@@H]1C(c2ccc(F)cc2)=NN(c2ccc(Br)cc2)[C@H]1C(=O)N1CCOC1=O	26	13	/
102	CCC(=O)c1ccc2c(c1)N(CCCN(C)C)c1ccccc1S2	-21	9	1.0
103	Cc1nc2c3ccccc3n(CCN3CCCCC3)c2s1	-18	10	-1.4
104	Cc1ccc(-c2noc(CN(C(=O)C34CC5CC(CC(C5)C3)C4)C(C)C)n2)cc1	-17	16	1.1
105	O=C(Nc1nnc(SCC(=O)N2CCCCC2)s1)c1cccs1	-18	11	0.7
106	CCc1nnc(SCC(=O)Nc2ccccc2)nc1CC	-13	8	-0.4

Screens deposited in PubChem BioAssay by several laboratories.
